# Screening data as filed in PubChem BioAssay.
# AmpC detergent: inhibitors of E. coli AmpC beta-lactamase with detergent. AmpC hydrolysis of nitrocefin, absorbance 480 nm, 0.01% Triton. Potency, µM (series often up to 114 µM), without a hit: top-dose activity change, negative = inhibition, hits mostly inhibitors. hit rate 0.041% among 370,000. AID 485294. P00811;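 also: potency is read from the fitted curve at half-maximal effect; 0% = no-compound wells and -100% = no-enzyme wells; nearly all actives have a fitted effect of over 25% in size; some results filed as inactive show a strong effect at the top dose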
# Target sequence (P00811 whole entry, looked up): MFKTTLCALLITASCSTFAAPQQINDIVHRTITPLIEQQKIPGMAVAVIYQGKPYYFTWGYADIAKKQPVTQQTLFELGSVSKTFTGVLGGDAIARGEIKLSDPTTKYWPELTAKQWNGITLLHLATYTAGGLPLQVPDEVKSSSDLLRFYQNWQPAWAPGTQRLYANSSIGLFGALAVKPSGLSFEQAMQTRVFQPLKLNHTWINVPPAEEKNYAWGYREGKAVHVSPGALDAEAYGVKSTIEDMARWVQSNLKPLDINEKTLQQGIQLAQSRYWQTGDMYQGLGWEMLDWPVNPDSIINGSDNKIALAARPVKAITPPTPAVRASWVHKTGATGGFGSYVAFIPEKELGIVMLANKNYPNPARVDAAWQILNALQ
#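 AmpC (5.3 nM in the dispensed reagent) in 20 mM phosphate pH 7.0 with 0.01% (detergent screen) or 0.0001% Triton X-100 was preincubated with compounds for 15 min at room temperature. Nitrocefin was then added from an 800 uM solution, and hydrolysis was followed at 480 nm.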
# AmpC inh no detg: inhibitors of E. coli AmpC beta-lactamase without detergent; AmpC nitrocefin hydrolysis, absorbance 480 nm, 0.0001% Triton; Potency, µM (doses to about 57.1 µM), without a hit: at the highest dose activity change, negative = inhibition, actives largely listed as inhibitors; P00811; hit rate 0.52% among 330,000;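 also: potency is read from the fitted curve at half-maximal effect; plate controls were no compound for no effect and no enzyme for full effect; nearly all actives have a fitted effect of over 20% in size; some results filed as inactive show a strong effect at the top dose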
#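 20 mM phosphate pH 7.0 + 0.01% (detergent screen) or 0.0001% Triton X-100; 5.3 nM AmpC reagent; cpd preinc 15 min RT; nitrocefin (800 uM stock) to start; A480 q20 s × 4 min; Activity was normalised to no-enzyme and no-compound control wells.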
# CHX counter: affects cycloheximide protein synthesis inhibition readout, counter-screen; cell reporter, cycloheximide protein synthesis inhibition counterscreen; max response, %; hit rate 12% among 300,000; AID 2314; in the data active = max response mostly above about 13%, no sharp cut-off; inactive = mostly below about 14%; also: read at 38.3 µM for the half of the compounds with a filed dose; 0% is about no effect
# AMA1 RON2 block: AMA1-RON2 (P. falciparum) interaction inhibition | AlphaScreen AMA1-biotinylated RON2 peptide binding | Potency, µM (titrated, usually from 58.2 µM), inactives show top-dose activity change, negative = inhibition, actives largely listed as inhibitors | hit rate 0.2% among 360,000 | AID 720542;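 also: potency is read from the fitted curve at half-maximal effect; 0% = vehicle wells and -100% = peptide control; nearly all actives have a fitted effect of over 45% in size; some results filed as inactive show a strong effect at the top dose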
#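 AMA1 (3D7) with his tag at 25 nM final met compounds first, then biotinylated RON2 peptide at 25 nM; detection used donor plus acceptor beads, 10 µg/mL apiece, read by AlphaScreen after 30 min at room temperature.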
# FBPA Giardia inh: inhibitors of Giardia lamblia fructose-1,6-bisphosphate aldolase. purified Giardia FBPA. Potency, µM (highest dose often 59.6 µM), for the others: at the highest dose activity, negative = inhibition, most hits filed as inhibitors. hit rate 0.71% among 290,000; also: potency is read from the fitted curve at half-maximal effect; % is scaled to controls: 0 for no effect and ±100 for the full control effect; nearly all actives have a fitted effect of over 55% in size
# Target sequence (A8B2U2 whole entry, looked up): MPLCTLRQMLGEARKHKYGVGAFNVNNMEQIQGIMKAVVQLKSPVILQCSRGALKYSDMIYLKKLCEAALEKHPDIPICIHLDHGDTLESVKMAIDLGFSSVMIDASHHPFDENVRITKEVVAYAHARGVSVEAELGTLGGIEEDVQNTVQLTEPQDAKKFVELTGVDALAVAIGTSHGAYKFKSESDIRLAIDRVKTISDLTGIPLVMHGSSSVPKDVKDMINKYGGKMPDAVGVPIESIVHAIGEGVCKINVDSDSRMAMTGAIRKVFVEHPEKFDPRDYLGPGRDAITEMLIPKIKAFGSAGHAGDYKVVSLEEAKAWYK
#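 Giardia FBPA (40 nM reagent) was preincubated 10 min at RT with compound (up to 57.5 uM final), then substrate plus GAPDH/TPI/NAD/arsenate coupling system with diaphorase/resazurin was added; resorufin fluorescence (525/598 nm) was read after 20 min.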
# HCMV inh: blocks human cytomegalovirus replication; HFF cells, HCMV-luciferase reporter, 72 h; active compounds read low; activity change, negative = inhibition, % at 57.5 µM; hit rate 4.5% among 410,000; in the data active = activity change below about -60%; inconclusive = no clear call, values can overlap the other calls; inactive = above about -39%; also: % is scaled to controls: 0 for no effect and ±100 for the full control effect
#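 Screen run at 2 compound doses on HFFs infected with reporter HCMV, MOI 1 PFU/cell. Luciferase activity from cell lysates at 72 h post infection gave inhibition relative to buffer-only and Salinomycin wells.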
# Shiga toxin inh: blocks Shiga toxin action in Vero cells | inhibition, % at 38.7 µM | hit rate 9.2% among 290,000 | Vero cells, Shiga toxin protein synthesis inhibition reporter; in the data active = inhibition mostly above about 28%, no sharp cut-off; inactive = mostly below about 43%; also: 0% is about no effect
# * hit, by the source's call; ? = inconclusive; / = not tested or not shown; & = joins results of further samples; [ ] = another dose, or the depositor's remark. Unless noted, calls follow the shape of the dose curve; as a rule, active = well fitted curve in the direction sought with a large enough effect; inconclusive = small, poorly fitted or top-dose-only effect, or another doubt; inactive = no such curve, though single readings can be large; an effect the other way counts as inactive or inconclusive.
SMILES,AmpC detergent,AmpC inh no detg,CHX counter,AMA1 RON2 block,FBPA Giardia inh,HCMV inh,Shiga toxin inh
O=S(=O)(Nc1ccccc1)c1ccc(F)cc1,-7%,-22%,8,4%,-4%,-4,-12
CCc1ccc(NC(=O)C(C)Nc2ccc(S(=O)(=O)NC(C)=O)cc2)cc1 (stereo not drawn),-12%,-10%,-4,21%,9%,56,-11
Cc1cccc(N(Cc2ccccc2)C(=O)C2CCN(C(=O)c3ccccc3C)CC2)c1,2%,153%[activator],/,-17%,/,43,/
O=C(O)c1ccccc1C(=O)N1CCN(Cc2ccc3c(c2)OCO3)CC1,9%,-12%,-3,-5%,4%,6,-3
CCO[C@@H]1OC(C(N)=O)=C[C@H](C2CCCCC2)[C@H]1CCCO,3%,1%,-1,45%[activator],2%,2,-12
O=S(=O)(c1ccc(NC2CCCc3ccccc32)nc1)N1CCOCC1 (stereo not drawn),?,15%,-4,-7%,-9%,10,-4
Cc1noc(C)c1COc1ccc(C(=O)OCC(=O)N2c3ccccc3NC(=O)C2(C)C)cc1,1%,7%,-5,-5%,-18%,7,7
CCOC(=O)Cc1csc(NC(=O)CSC2=NCCS2)n1,3%,-6%,-3,128%[activator],-25%,26,-2
O=C(O)c1ccccc1-c1nnc2c(Cl)cc(C(F)(F)F)cn12,-1%,-22%,-5,19%,-1%,16,-6
O=C(NCCc1nc2ccccc2[nH]1)/C(=C/c1ccc(F)cc1)NC(=O)c1ccco1,4%,-8%,-1,0%,4%,11,-3
CCCN(CCC)CCNC(=O)c1cc2c(-c3ccc(Cl)cc3)nn(C)c2s1,-1%&-3%,-16%,-1,-10%,3%,?,-3
COc1ccc2nc(SCC(=O)NC3CCCCC3C)[nH]c2c1 (stereo not drawn),-5%,-11%,/,5%,/,?,/
CCCn1c(=O)n(CC(=O)NCC2CCCO2)c(=O)c2c3c(sc21)COC(C)(C)C3 (stereo not drawn),3%,-11%,-1,0%,/,-40,21
CCN(c1ccc(C)cc1C)S(=O)(=O)c1nnc(NC(=O)C(C)C)s1,1%,-26%,1,-2%,1%,-73*,-19
COc1cccc(CNC(=O)C2CCN(S(=O)(=O)c3ccc4c(c3)CCC(=O)N4)CC2)c1,-9%,-15%,-3,-6%,-6%,68,-22
CCO[C@H]1OC(C(=O)N2CCOCC2)=C[C@@H](c2ccc(C(F)(F)F)cc2)[C@@H]1CCCO,2%,133%[activator],-2,4%,1%,-15,-3
CCC(=O)c1ccc(OCC(=O)Nc2ccc3nc(C)sc3c2)cc1,1%,3%,-2,-6%,-1%,13,-3
CCOc1ncccc1C(=O)NCC(c1ccccc1)N(C)C (stereo not drawn),-6%,69%[activator],2,-4%,/,3,-16
Cc1ccc(NC(=O)c2ccc3c(=O)n4c(nc3c2)CCCCC4)nc1,?,-4%,/,-8%,/,-8,/
COc1ccc(N(C(=O)/C=C/C(=O)Nc2cc(C)on2)C(C(=O)NC2CCCC2)c2ccccc2C)cc1 (stereo not drawn),-11%,41%,-3,-6%,-4%,-64*,-11
O=C(COc1ccccc1)NNc1nc2c(F)cccc2s1,4%,-12%,-3,57%[activator],0%,3,18
CCc1ccccc1NC(=S)NNC(=O)c1ccccc1Cl,0%,-8%[2.29 µM],1,100%[activator],4%,40,20
O=C(COC(=O)/C=C/c1ccccc1[N+](=O)[O-])Nc1ccc(S(=O)(=O)N2CCOCC2)cc1,/,-27%,/,-10%,/,87,/
C/C(=N/NC(=O)c1ccccn1)c1c[nH]c2ccccc12,5%,-25%,56*,96%[activator],-14%,188,92*
c1cn2c(NC3CCCCC3)c(-c3ccc(SC4CCCCC4)cc3)nc2cn1,7%,-13%,/,6%&24%,/,-23&26,/
COc1ccccc1C(c1nnnn1CS(=O)(=O)c1ccc(C)cc1)N1CCSCC1 (stereo not drawn),?,1%,-5,0%,6%,-13,-19
COc1ccc(S(=O)(=O)Cc2ccc(C(=O)N3CCN(C(=O)c4ccco4)CC3)o2)cc1,-13%,27%,2,-2%,3%,-24,26
Cc1cc(C)n2nc(C(=O)OC(C)C(=O)c3ccccc3)nc2n1 (stereo not drawn),-16%,-16%,/,-11%,/,8,/
O=C(NCc1ccco1)C1CCCN(S(=O)(=O)c2cc(Cl)ccc2Cl)C1 (stereo not drawn),8%,-1%,-5,5%,-8%,16,-10
O=C(Cn1ncc2c3ccccc3n(Cc3ccccc3)c2c1=O)N1CCN(c2ncccn2)CC1,-9%,140%[activator],13,-4%,2%,/,7
c1ccc2c(c1)CC(N1CCCCC1)c1ccccc1N2 (stereo not drawn),5%,1%,5,-11%,3%,-37,-9
CC(C)N(Cc1cnn(C)c1)Cc1nc(Cc2ccccc2Cl)no1,0%,37%,-3,-4%,0%,8,18
COc1cccc(NC(=O)C(Sc2nc3ccccc3c(=O)n2CC(C)C)c2ccccc2)c1 (stereo not drawn),0%,-12%,0,-3%,-1%,0,-15
CC(C)Cc1nc(N2CCN(C(=O)C(C)C)CC2)c(C#N)c2c1CCC2,-4%,13%,54*,-17%,10%,-33,48
CCCNC(=S)N1CCN(Cc2ccc3c(c2)OCO3)CC1,3%,16%,-3,-16%,?,0,-5
CCOc1cc(C(=O)OC(C)C(=O)Nc2ccc(NC(C)=O)cc2)ccc1OCC(=O)N1CCCCC1 (stereo not drawn),5%,36%,-1,2%,/,28,8
Cc1cc(C)n(C(=O)c2ccc(S(=O)(=O)NCC3CCCO3)cc2)n1 (stereo not drawn),6%,-23%,-1,-1%,-4%,-25,-1
O=C(CCCOc1ccc(Cl)cc1Cl)NN1CCOCC1,-10%,7%,0,-9%,5%,11,13
COc1ccc(C(=O)CC(Nc2ccc([N+](=O)[O-])cc2)c2ccc(OC)cc2)cc1 (stereo not drawn),5%,-30%,8,-18%,-3%,8,-7
CCCN1CCC(=O)N([C@H](CSc2ccccc2)c2ccccc2)CC1,-4%,124%[activator],24*,-5%,12%,-102*,19
O=C(OCn1ncc(Br)c(Br)c1=O)c1ccc(F)cc1,-14%,-49%,24*,-9%,4%,/,13
O=C(Nc1ccon1)c1ccc(Cl)c(S(=O)(=O)N2CCCCC2)c1,-3%,-21%,1,59%[activator],/,/,-7
Cc1ccc(S(=O)(=O)NNC(=O)c2cc3cc4ccccc4nc3s2)cc1,?,-46%,-2,31%[activator],1%,64,9
O=c1oc2ccccc2c(N2CCOCC2)c1[N+](=O)[O-],0%,-18%,-2,-1%,5%,-22,14
Cc1ccc(-c2nc3sc4c(N)ncnc4c3c3c2CCCC3)cc1,?,-32%,-1,27%,-2%,11,-26
CCOc1ccc(NC(=O)CC2C(=O)N(c3ccc(OC)cc3)C(=S)N2Cc2ccccn2)cc1 (stereo not drawn),-12%,125%[activator],6,40%[activator],-11%,-5,-2
C/C(=N\NC(=O)c1cccc([N+](=O)[O-])c1)c1ccncc1,-9%,-23%,10,8%,-3%,9,27
CCN(CC(=O)Nc1c(F)cccc1F)C(=O)c1ccc2ncsc2c1,-12%,-16%,/,16%,/,-25,/
C=CCNC(=O)CN(Cc1ccccc1)S(=O)(=O)c1ccc(C)cc1,2%,26%,-1,0%,6%,-1,-13
Cc1cccc(-n2cnc(C(=O)N/N=C/c3ccccc3)c2)n1,-4%,-16%,11,-2%,3%,25,23
COc1ccc([N+](=O)[O-])cc1NC(=O)C(C)OC(=O)CSC(C)C(=O)Nc1cc(C)on1 (stereo not drawn),-15%,-26%,/,11%,/,-15,/
CCC(Sc1ncnc2c1nnn2-c1ccc(F)cc1)C(=O)OC (stereo not drawn),-11%,-10%,15,-5%,-7%,38,3
CC(C)CC(NC(N)=O)C(=O)NCc1ccc(Cl)cc1 (stereo not drawn),-7%,-16%,14,-13%,3%,16,-3
O=C(COc1ccc(Cl)cc1Cl)N(c1ccccn1)C1CCCCC1,-6%,10%,30*,-14%,4%,0,32
CC1CCc2c(sc(NC(=O)c3ccccc3C(=O)O)c2C#N)C1 (stereo not drawn),1%,-25%,10,-3%,-1%,-20,43
COc1cccc(CN2CC(C(=O)N3CCN(c4ccc(Cl)cc4)CC3)CCC2=O)c1 (stereo not drawn),-2%,64%[activator],1,-17%,/,-19,-16
COc1ccc(CCNC2=NCCS2)cc1OC,-9%,-14%,41*,-17%,-6%,16,32*
Cc1nc(Cc2nnc(SCC(=O)N(C)c3ccccc3)o2)cs1,?,-5%,/,26%,/,50,/
Cc1cc(OC(C)C)c2c(-c3ccccc3)cc(=O)oc2c1,0%,-31%,-2,2%,8%,-16,-5
Cc1cc(NC(=O)c2cc(-c3ccc(O)cc3)on2)no1,-6%,-12%,42*,-2%,8%,-26,93*
# Continued.
SMILES,AmpC detergent,AmpC inh no detg,CHX counter,AMA1 RON2 block,FBPA Giardia inh,HCMV inh,Shiga toxin inh
CC(C)[C@H](NC(=O)C1CCN(S(=O)(=O)c2ccccc2)CC1)C(=O)NCc1ccco1,1%,-1%,-3,-7%,/,30,-8
O=C(Nc1ccccc1)N1CCNCC1,3%,-7%,-2,2%,-3%,?,-3
COc1ccc(/C=N/NC(=O)c2[nH]nc3c2CCc2ccccc2-3)cc1OC,3%,51%,-1,49%[activator],4%,0,18
Cc1cc(OC(C)C(=O)NCC2CCC(C(=O)O)CC2)c2c(C)cc(=O)oc2c1 (stereo not drawn),?,-9%,-1,17%,12%,-10,-3
COc1ccc(NS(=O)(=O)c2cccc(NC(=O)CCS(=O)(=O)c3ccccc3)c2)cc1,-10%,-40%,-3,-9%,0%,13,-12
O=C1c2ccccc2C(Nc2cccc(C(F)(F)F)c2)N1Cc1ccco1 (stereo not drawn),-8%,7%,1,-5%,1%,-31,-6
Cc1ncc(CO)c2c1Oc1nc(-c3ccccc3)nc(SCC(=O)N(C)c3ccccc3)c1C2,-5%,78%[activator],-7,/,/,-15,5
Cc1ccc(CN2CC(C(=O)N3CCN(S(=O)(=O)c4cc(C)ccc4C)CC3)CC2=O)cc1 (stereo not drawn),0%,217%[activator],/,-6%,/,-9,/
CCN(CC)c1nc(C#N)nc(N(CC)CC)n1,-8%,-11%,2,4%,8%,-23,7
COc1ccc(CCNC(=O)C2c3ccccc3C(=O)N2CCC(C)C)cc1OC (stereo not drawn),-1%,13%,6,7%,-12%,26,4
O=C1CCCc2c1cc(C(=O)Nc1ccc(Cl)cn1)c(=O)n2-c1ccccc1,-9%,26%,12,13%,7%,-15,1

# Given with tabs: entries from further up
smiles	AmpC detergent	AmpC inh no detg	CHX counter	AMA1 RON2 block	FBPA Giardia inh	HCMV inh	Shiga toxin inh
CCN(CC)c1nc(C#N)nc(N(CC)CC)n1	-8%	-11%	2	4%	8%	-23	7
COc1ccc(CCNC(=O)C2c3ccccc3C(=O)N2CCC(C)C)cc1OC (stereo not drawn)	-1%	13%	6	7%	-12%	26	4
O=C1CCCc2c1cc(C(=O)Nc1ccc(Cl)cn1)c(=O)n2-c1ccccc1	-9%	26%	12	13%	7%	-15	1
